Screening results: PubChem BioAssay, Sanford-Burnham Center for Chemical Genomics
SENP8 inh: SENP8 (human) protease inhibition; Q96LD8; recombinant SENP8, Nedd8 substrate fluorescence; inhibition, % at 20 µM; 360,000 compounds, 0.64% hits; AID 602440; in the data active = inhibition mostly above about 40%, no sharp cut-off; inactive = mostly below about 27%
Target sequence (Q96LD8 whole entry, looked up): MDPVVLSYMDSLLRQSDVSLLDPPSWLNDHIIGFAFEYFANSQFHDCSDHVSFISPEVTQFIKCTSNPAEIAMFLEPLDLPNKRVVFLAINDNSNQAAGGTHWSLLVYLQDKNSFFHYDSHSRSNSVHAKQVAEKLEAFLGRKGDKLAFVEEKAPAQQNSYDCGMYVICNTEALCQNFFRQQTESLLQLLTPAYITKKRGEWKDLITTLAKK
SENP1 FRET inh: SENP1 (human) catalytic domain inhibition; Q9P0U3; recombinant SENP1 catalytic domain, CyPet-SUMO1-YPet FRET cleavage; inhibition, % at 10 µM; 360,000 compounds, 0.21% hits;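 active = inhibition at least 30% at 10 µM, raw YFP signal under a set limit, fluorescence ratio 0.5 to 1.5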;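 note: 0% = enzyme with DMSO and 100% = no enzyme wells; some results filed as inactive read as strong as hits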
Target sequence (Q9P0U3 419-644 limits assumed): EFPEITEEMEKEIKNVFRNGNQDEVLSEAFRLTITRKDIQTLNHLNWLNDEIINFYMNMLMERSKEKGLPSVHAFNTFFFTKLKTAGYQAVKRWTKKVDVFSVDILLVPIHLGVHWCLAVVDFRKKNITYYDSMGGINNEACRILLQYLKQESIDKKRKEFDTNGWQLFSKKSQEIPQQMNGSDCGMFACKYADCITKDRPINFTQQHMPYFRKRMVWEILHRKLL
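Material – human SENP1 catalytic domain · Input – SENP1 enzyme, 20 pM final · Compound dosing – single concentration of 10 µM compound, 0.5% DMSO final · Timing – enzyme reaction for 50 min at room temperature, dark · Measured by – FRET fluorescence in CFP and YFP emission channels · Control set – no-enzyme wells low, DMSO-plus-enzyme wells high control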
* = called active by the depositor. An excerpt (hit frequency here may not be typical).

Start of the data: the first 9 records as a preview:
COc1ccc(CCNC(=O)Nc2ccc3c(c2)c(=O)n(C)n3Cc2ccc(Cl)cc2)cc1OC was read as SENP8 inh -496 and SENP1 FRET inh 4.
`CCOC(=O)[C@]12CCC=C1N(CCC1=CCCCC1)C(=O)[C@H](CC(=O)NCc1cccs1)C2` gave SENP8 inh 18 and SENP1 FRET inh -1.
`COCCN1C[C@@H](CO)O[C@@H](n2cnc3c(N4CCN(CCO)CC4)ncnc32)C1` gave SENP8 inh 16 and SENP1 FRET inh 1.
`CCN(CC)C(=O)c1cccc(-c2csc(C(O)c3ccc(F)cc3)n2)c1` (stereo unspecified) gave SENP8 inh 6 and SENP1 FRET inh 2.
Cc1nc2c(OCc3ccc(Cl)cc3Cl)cccn2c1N(C)CC1CC1 was read as SENP8 inh -10 and SENP1 FRET inh -31.
`COc1ccc(-n2nnnc2C2(C)CCC(=O)N2Cc2ccccc2)cc1` (stereo unspecified) gave SENP8 inh 11 and SENP1 FRET inh -6.
For CCOC1=C2[C@H]([C@H]3C(=O)N(c4ccccc4)C(=O)[C@H]3C1)[C@@H](C(C)C)N(S(=O)(=O)c1ccc(C)cc1)[C@H]2c1ccccc1 the results were SENP8 inh 5 and SENP1 FRET inh 1.
`CCc1nc2ccc(C(=O)N3CCN(C(C)=O)CC3)cn2c1N(CC)C(=O)NCCc1ccccc1` gave SENP8 inh 7 and SENP1 FRET inh 3.
For CC1(C(=O)NS(=O)(=O)c2ccccc2Cl)CCN1C(=O)CC1CCCC1 (stereo unspecified) the results were SENP8 inh 14 and SENP1 FRET inh -1.

Results, previewed entries included:
COc1ccc(CCNC(=O)Nc2ccc3c(c2)c(=O)n(C)n3Cc2ccc(Cl)cc2)cc1OC was read as SENP8 inh -496 and SENP1 FRET inh 4.
`CCOC(=O)[C@]12CCC=C1N(CCC1=CCCCC1)C(=O)[C@H](CC(=O)NCc1cccs1)C2` gave SENP8 inh 18 and SENP1 FRET inh -1.
`COCCN1C[C@@H](CO)O[C@@H](n2cnc3c(N4CCN(CCO)CC4)ncnc32)C1` gave SENP8 inh 16 and SENP1 FRET inh 1.
`CCN(CC)C(=O)c1cccc(-c2csc(C(O)c3ccc(F)cc3)n2)c1` (stereo unspecified) gave SENP8 inh 6 and SENP1 FRET inh 2.
Cc1nc2c(OCc3ccc(Cl)cc3Cl)cccn2c1N(C)CC1CC1 was read as SENP8 inh -10 and SENP1 FRET inh -31.
`COc1ccc(-n2nnnc2C2(C)CCC(=O)N2Cc2ccccc2)cc1` (stereo unspecified) gave SENP8 inh 11 and SENP1 FRET inh -6.
For CCOC1=C2[C@H]([C@H]3C(=O)N(c4ccccc4)C(=O)[C@H]3C1)[C@@H](C(C)C)N(S(=O)(=O)c1ccc(C)cc1)[C@H]2c1ccccc1 the results were SENP8 inh 5 and SENP1 FRET inh 1.
`CCc1nc2ccc(C(=O)N3CCN(C(C)=O)CC3)cn2c1N(CC)C(=O)NCCc1ccccc1` gave SENP8 inh 7 and SENP1 FRET inh 3.
For CC1(C(=O)NS(=O)(=O)c2ccccc2Cl)CCN1C(=O)CC1CCCC1 (stereo unspecified) the results were SENP8 inh 14 and SENP1 FRET inh -1.
Screening CC(C)(C)Nc1c(C2CCNCC2)nc2c(OCc3ccccc3)cccn12 returned SENP8 inh 4 and SENP1 FRET inh 2.
For CC1(C(=O)NS(=O)(=O)C2CC2)CCCN(C(=O)Cc2ccc(F)cc2)C1 (stereo unspecified) the results were SENP8 inh 16 and SENP1 FRET inh -1.
For COc1cccc(-c2cnc(C(O)c3ccc(C(C)(C)C)cc3)[nH]2)c1 (stereo unspecified) the results were SENP8 inh -8 and SENP1 FRET inh 1.
O=C(Nc1ccc(S(=O)(=O)Nc2nccs2)cc1)c1ccncc1 was read as SENP8 inh 16 and SENP1 FRET inh 1.
For COCOc1cccc(CN2CCC2(C)C(=O)Nc2ccc(C)c(O)c2)c1 (stereo unspecified) the results were SENP8 inh 0 and SENP1 FRET inh 3.
`COc1ccc(N2CCN(c3cncc(C)n3)CC2)cc1` gave SENP8 inh -18 and SENP1 FRET inh 0.
For CCOC(=O)C1(C)CCN1C(=O)c1ccc(Cl)nc1 (stereo unspecified) the results were SENP8 inh 19 and SENP1 FRET inh 1.
Screening O=C(NCC1CC1)C1Cc2c(-c3ccc4c(c3)OCO4)ccnc2O1 (stereo unspecified) returned SENP8 inh -93 and SENP1 FRET inh -2.
COc1cccc(CNc2nc3cc(-c4ccc(F)cc4)sc3c(=O)n2C)c1OC was read as SENP8 inh -117 and SENP1 FRET inh 2.
`CCCCn1nnnc1C(CCSC)N1CCN(C/C=C/c2ccccc2)CC1` (stereo unspecified) gave SENP8 inh 20 and SENP1 FRET inh 0.
CCc1nc2c(OCc3ccccc3C(=O)OC)cccn2c1N(C)C(=O)Nc1ccccc1OC was read as SENP8 inh 7 and SENP1 FRET inh 0.
Screening CC(=O)Nc1ccc(S(=O)(=O)N2CCN(c3ccc(C(C)=O)cc3)CC2)cc1 returned SENP8 inh -114 and SENP1 FRET inh 2.
For COc1ccc(OC)c(CN2C(=O)CN(S(C)(=O)=O)CC2(C)C(=O)NC(C)C)c1 (stereo unspecified) the results were SENP8 inh 15 and SENP1 FRET inh -2.
`CC(C)(C)OC(=O)N1CCC[C@H]1C(=O)NCc1ccc(F)cc1F` gave SENP8 inh 20 and SENP1 FRET inh 2.
CCc1nc2c(OCc3ccccc3C(=O)OC)cccn2c1N(C)C(=O)c1cccc(OC)c1 was read as SENP8 inh 12 and SENP1 FRET inh 1.
For CC1(C(=O)NCc2ccc3c(c2)OCO3)CCN1C(=O)CCc1ccc(Cl)cc1Cl (stereo unspecified) the results were SENP8 inh 7 and SENP1 FRET inh 1.
Screening C=C(C)[C@@H]1C2=CC(C(=O)OC)=C(C[C@H](C(=C)C)[C@H]3O[C@H]3C3=C[C@H]1OC3=O)O2 returned SENP8 inh 36 and SENP1 FRET inh 0.
`O=C(NCc1ccc(F)cc1)c1cc(C2CCCCN2C(=O)CCc2ccccc2)on1` (stereo unspecified) gave SENP8 inh 3 and SENP1 FRET inh 0.
`OC[C@@H]1CN(Cc2ccc(-c3ccccc3)cc2)C[C@H](n2cnc3c(N4CCOCC4)ncnc32)O1` gave SENP8 inh 17 and SENP1 FRET inh -4.
CO[C@H]1CN(C)C(=O)c2cc(NC(=O)c3cc(C)on3)ccc2OC[C@@H](C)N(C(=O)C2CC2)C[C@H]1C was read as SENP8 inh 12 and SENP1 FRET inh 3.
COc1ccccc1-c1cn(CC[C@H]2CC[C@@H](NS(=O)(=O)c3ccccc3C)[C@@H](CO)O2)nn1 was read as SENP8 inh 13 and SENP1 FRET inh 3.
`CCOc1ccc(CCN2C(=O)C(=O)N([C@@H](Cc3ccc(O)cc3)CN3CCC[C@H]3CN3C(=O)C(=O)NC[C@@H]3Cc3ccc(O)cc3)C[C@@H]2Cc2ccccc2)cc1` gave SENP8 inh 22 and SENP1 FRET inh 3.
CC1(C(=O)NCc2cccc3ccccc23)CCN1C(=O)C1(c2ccccc2)CC1 (stereo unspecified) was read as SENP8 inh 2 and SENP1 FRET inh 0.
Screening CCCNC(=O)c1cc(C2CCCCN2C(=O)c2ccc(C(C)C)cc2)on1 (stereo unspecified) returned SENP8 inh 9 and SENP1 FRET inh 0.
COc1ccccc1CNc1nc(NCc2ccccc2F)c2sccc2n1 was read as SENP8 inh -20 and SENP1 FRET inh 2.
For CCCCc1c(-c2ccccc2OC)ncn1C1CCCC1 the results were SENP8 inh 13 and SENP1 FRET inh 2.
For CCCCOCCCNC(=O)C[C@@H]1C[C@@]2(C(=O)OC)CCCCC=C2N(Cc2ccc(Cl)cc2Cl)C1=O the results were SENP8 inh 3 and SENP1 FRET inh 1.
`CC1(C)OC(=O)C2=C(C[C@@H](C3CC3)O[C@@H]2C2CC2)O1` gave SENP8 inh 10 and SENP1 FRET inh 0.
`CCCNC(=O)N[C@H]1CC[C@@H](CCn2cc(-c3cccc(F)c3)nn2)O[C@@H]1CO` gave SENP8 inh 22 and SENP1 FRET inh 1.
Screening CC(=O)c1cccc(-c2ccnc3c2CC(C(=O)Nc2ccc(Cl)cc2)O3)c1 (stereo unspecified) returned SENP8 inh 9 and SENP1 FRET inh 0.
CC(=O)NC(c1ccccc1)c1nc(-c2cccc(C(C)C)c2)cs1 (stereo unspecified) was read as SENP8 inh 2 and SENP1 FRET inh 1.
For OC(c1ccc(Cl)c(F)c1)c1ncc(-c2ccccc2Cl)[nH]1 (stereo unspecified) the results were SENP8 inh 12 and SENP1 FRET inh 1.
Screening COCCN1C[C@@H](CO)O[C@@H](n2cnc3c(NCc4cc(OC)c(OC)c(OC)c4)ncnc32)C1 returned SENP8 inh 18 and SENP1 FRET inh 2.
Screening CN(C)c1ccc(-c2ccnc3c2CC(C)(C(=O)NCc2cccc(Cl)c2)O3)cc1 (stereo unspecified) returned SENP8 inh -457 and SENP1 FRET inh -1.
CCCc1c(-c2ccc(Cl)cc2)ncn1CCc1ccccc1OC was read as SENP8 inh -1 and SENP1 FRET inh -4.
For COc1cccc(C(C(=O)NCc2ccccc2)N2CCN(c3ccccc3F)CC2)c1OC (stereo unspecified) the results were SENP8 inh 18 and SENP1 FRET inh 1.
COCCNC(=O)C1CCCN(C(=O)c2ccc3sccc3c2)CC1 (stereo unspecified) was read as SENP8 inh 10 and SENP1 FRET inh 4.
`CCC(c1nnnn1-c1c(C)cccc1C)N1CCN(CCN2CCOCC2)CC1` (stereo unspecified) gave SENP8 inh 10 and SENP1 FRET inh -2.
For CC1=C(C(=O)N(C(C)C)C(C)C)CC(CC(=O)NCc2cccc3ccccc23)C(=O)N1Cc1ccc(C(C)(C)C)cc1 (stereo unspecified) the results were SENP8 inh 25 and SENP1 FRET inh -4.
CNc1cccc(-c2ccc(N3CCN(C)CC3)nc2)n1 was read as SENP8 inh -462 and SENP1 FRET inh -1.
Screening CCc1cnc(Nc2nc(C(N)Cc3ccc(F)cc3)cs2)nc1 (stereo unspecified) returned SENP8 inh 11 and SENP1 FRET inh 0.
`CCOC(=O)C1=CC[C@@H](c2ccc(F)cc2)N(S(=O)(=O)c2ccc(C)cc2)[C@H]1c1ccccc1` gave SENP8 inh 12 and SENP1 FRET inh 0.
OCCN1CCN(c2nccn3ccnc23)CC1 was read as SENP8 inh 4 and SENP1 FRET inh -19.
`CC1(Cc2ccc(C(F)(F)F)nc2)C(=O)Nc2cc(-c3ccccc3Cl)ccc21` (stereo unspecified) gave SENP8 inh 13 and SENP1 FRET inh 2.
CC(C)Oc1cccc(NC(=O)C2(C)CCN2C(C)C)c1 (stereo unspecified) was read as SENP8 inh 10 and SENP1 FRET inh 1.
Screening COC(=O)CCCn1cc(CN2CC(N(C)C)CS2(=O)=O)nn1 (stereo unspecified) returned SENP8 inh 2 and SENP1 FRET inh 3.
For CO[C@@H]1CN(C)C(=O)c2cc(NC(=O)NC3CCCCC3)ccc2OC[C@@H](C)N(CCc2ccccc2)C[C@@H]1C the results were SENP8 inh 28 and SENP1 FRET inh -1.
`O=C(CC[C@H]1O[C@@H](n2ccc(=O)[nH]c2=O)[C@H](O)[C@@H]1O)N1CCN(Cc2cccc3ccccc23)CC1` gave SENP8 inh 14 and SENP1 FRET inh 2.
Screening CC(C)C(=O)N1CCCC1(C)C(=O)Nc1ccccc1 (stereo unspecified) returned SENP8 inh 15 and SENP1 FRET inh 4.
COCCNc1nc(Oc2ccc(NC(C)=O)cc2)c2sc(-c3ccccc3)cc2n1 was read as SENP8 inh -288 and SENP1 FRET inh 1.
`Brc1ccc2nc(-c3ccccc3)c(Cc3ccccc3)n2c1` gave SENP8 inh -22 and SENP1 FRET inh 4.
`CCCCNC(=O)C1(C)CCN1C(=O)c1cc(F)ccc1C` (stereo unspecified) gave SENP8 inh 32 and SENP1 FRET inh 0.
For COc1ccc(-c2nc3ccc(Cl)cn3c2Cc2ccccc2C(F)(F)F)cc1OC the results were SENP8 inh -376 and SENP1 FRET inh 4.
Screening CCc1nc2ccc(C(=O)N3CCN(S(=O)(=O)CC)CC3)cn2c1N(C=O)CCC(C)C returned SENP8 inh -4 and SENP1 FRET inh -1.
`CC(=O)Nc1cccc(-c2cc(NC(C)=O)c3ncc(-c4cccc(C(F)(F)F)c4)n3c2)c1` gave SENP8 inh -354 and SENP1 FRET inh -4.
`COC(=O)[C@@]12C[C@@H](CC(=O)NCCCN3CCCC3=O)C(=O)N(Cc3cccc4ccccc34)C1=CCC(C)(C)C2` gave SENP8 inh 18 and SENP1 FRET inh 1.
`CC1(C)CCCC2(C)C1CCC1(C)OC(=O)CCC12` (stereo unspecified) gave SENP8 inh 30 and SENP1 FRET inh 2.
COCCNc1nc2cc(-c3ccc(C)cc3)sc2c(=O)n1C was read as SENP8 inh -180 and SENP1 FRET inh 0.
`CN(C)CCNC(=O)c1cccc(-c2cnc3c(NC=O)cc(-c4ccc(C(=O)N5CCOCC5)cc4)cn23)c1` gave SENP8 inh -103 and SENP1 FRET inh -15.
Screening COc1ccc(N2CCN(c3cc(C(=O)NC4CCCCC4)ncn3)CC2)cc1OC returned SENP8 inh 19 and SENP1 FRET inh -7.
`CCC(c1nnnn1-c1ccc2c(c1)OCCO2)N1CCN(C(=O)C2CCCO2)CC1` (stereo unspecified) gave SENP8 inh 15 and SENP1 FRET inh 0.
For OC[C@@H]1CN(C2CCCC2)C[C@H](n2cnc3c(N4CCCC4)ncnc32)O1 the results were SENP8 inh 6 and SENP1 FRET inh 2.
Screening CC(C)CNC(=O)C1(C)CCCN1C(=O)c1cccnc1 (stereo unspecified) returned SENP8 inh 6 and SENP1 FRET inh -1.
For CCCCCNC(=O)C(CCc1ccccc1)n1c(=O)c(-c2cc3ccccc3[nH]2)nc2ccccc21 (stereo unspecified) the results were SENP8 inh -422 and SENP1 FRET inh -16.
For CC1(Cc2ccccc2C#N)C(=O)Nc2ccc(-c3ccccc3)cc21 (stereo unspecified) the results were SENP8 inh 4 and SENP1 FRET inh 0.
